E coli Lon inh – E. coli protease La inhibition. P0A9M0. purified E. coli Lon protease, fluorescence polarization. inhibition, % at 7.94 µM. hit rate 0.42% among 360,000. AID 602123; in the data active = inhibition above about 13%, passing the limit was not always enough;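 note: 0% = enzyme with probe and DMSO and 100% = no enzyme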
STEP inh – inhibitors of human striatal-enriched phosphatase STEP | P54829 | recombinant STEP, OMFP fluorogenic substrate, fluorescence | inhibition, % at 20 µM | hit rate 0.25% among 360,000 | AID 588621;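 active = inhibition at 20 µM, scaled per plate between control wells, above about 37%, limit read from the data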;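 note: 0% = DMSO with enzyme and substrate and 100% = substrate only without enzyme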
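System: STEP (striatal-enriched tyrosine phosphatase) enzyme, cell-free; medium: Bis-Tris pH 6.0 buffer with DTT, detergent; dosing: 20 µM, 1% DMSO; times: reaction 20 min, ambient temperature; detection: fluorescence, 480/540 nm; read-out basis: normalized % inhibition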
TbMetRS inhib – Trypanosoma brucei MetRS inhibition | purified T. brucei MetRS, ATP depletion, Kinase-Glo luminescence | inhibition, % at 11.9 µM | hit rate 0.4% among 360,000 | AID 624268;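 active = inhibition above a per-plate cutoff of the control wells' mean inhibition plus 3 SD, cut at about 5.5% in these data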;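 note: 0% = DMSO wells median and 100% = median of wells with control inhibitor compound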
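Assay system: T. brucei methionyl-tRNA synthetase, purified | Medium: HEPES buffer with MgCl2, KCl, DTT, spermine, BSA, pyrophosphatase | Compound: 11.9 µM single point | Incubation: 15 min enzyme-compound preincubation, 2 h reaction, 10 min detection, 25 °C | Measured by: Kinase-Glo luciferase luminescence reporting remaining unconsumed ATP | Measure: % inhibition normalized to control-well medians | Replication: Singlicate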
bovine MsrA act – activates bovine MsrA enzyme; purified bovine MsrA, absorbance read-out; activation, % at 10.6 µM; hit rate 0.3% among 360,000; AID 602163; in the data active = activation above about 7.5%;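 note: 0% = vehicle and 100% = reference activator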
CendR NRP1 mod – alters CendR peptide binding to human NRP-1; hit rate 0.85% among 360,000; FAM-RPARPAR peptide binding to NRP-1, fluorescence polarization; O14786; inhibition, % at 25 µM; AID 602438;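 active = inhibition or corrected inhibition above about 18%, plus a signal ratio from 0.5 to 1.5, limit read from the data, passing the limit was not always enough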; note: strong numbers were not always called active
Target sequence (O14786 whole entry, looked up): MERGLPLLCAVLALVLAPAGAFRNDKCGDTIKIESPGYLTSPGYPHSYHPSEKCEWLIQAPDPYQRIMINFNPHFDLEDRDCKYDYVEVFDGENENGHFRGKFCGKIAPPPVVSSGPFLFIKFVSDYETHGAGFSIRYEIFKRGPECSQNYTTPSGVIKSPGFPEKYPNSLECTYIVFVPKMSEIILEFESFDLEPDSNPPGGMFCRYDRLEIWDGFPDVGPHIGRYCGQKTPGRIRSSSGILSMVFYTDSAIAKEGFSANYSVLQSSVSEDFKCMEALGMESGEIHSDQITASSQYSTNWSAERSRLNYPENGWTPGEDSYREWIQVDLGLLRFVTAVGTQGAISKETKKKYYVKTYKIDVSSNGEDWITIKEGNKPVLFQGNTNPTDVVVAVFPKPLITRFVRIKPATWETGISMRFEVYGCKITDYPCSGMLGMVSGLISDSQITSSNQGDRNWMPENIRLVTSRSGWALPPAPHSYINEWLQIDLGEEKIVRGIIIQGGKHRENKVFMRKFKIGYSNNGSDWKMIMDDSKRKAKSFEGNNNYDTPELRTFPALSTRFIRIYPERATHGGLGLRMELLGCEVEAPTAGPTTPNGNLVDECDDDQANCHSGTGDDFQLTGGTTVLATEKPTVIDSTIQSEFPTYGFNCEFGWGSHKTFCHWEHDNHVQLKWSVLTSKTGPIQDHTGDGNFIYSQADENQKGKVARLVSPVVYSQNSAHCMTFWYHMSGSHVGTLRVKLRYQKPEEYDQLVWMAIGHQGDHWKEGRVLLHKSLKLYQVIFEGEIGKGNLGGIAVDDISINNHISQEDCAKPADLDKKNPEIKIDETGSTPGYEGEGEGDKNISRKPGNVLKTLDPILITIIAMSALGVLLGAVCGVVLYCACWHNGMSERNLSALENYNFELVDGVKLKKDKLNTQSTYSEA
SUMO1 PPI mod – modulators of human SUMO1-mediated protein-protein interactions; SUMO1 binding to a labelled peptide, TR-FRET, 1 h; P63165; inhibition, % at 20 µM; hit rate 0.33% among 360,000; in the data active = inhibition above about 37%
LMPTP inh – LMPTP (human) inhibition. P24666. recombinant LMPTP-A, OMFP fluorogenic substrate, fluorescence intensity. inhibition, % at 20 µM. hit rate 0.22% among 360,000. AID 651560;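 active = compounds that cut the enzyme signal by at least half of the control window in the single-dose screen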;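 note: plate controls were DMSO wells with enzyme plus substrate for no effect and substrate without enzyme for full effect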
Target sequence (P24666 whole entry, looked up): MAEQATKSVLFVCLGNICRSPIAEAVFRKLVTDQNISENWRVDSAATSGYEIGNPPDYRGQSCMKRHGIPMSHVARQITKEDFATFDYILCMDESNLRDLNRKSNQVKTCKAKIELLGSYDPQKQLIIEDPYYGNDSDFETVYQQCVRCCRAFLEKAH
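Test system: LMPTP-A phosphatase enzyme. Amount: LMPTP-A at 0.625 nM final in the reaction. Reagent: OMFP substrate, 400 µM final. Times: 50 min at room temperature. Signal: endpoint fluorescence intensity from OMFP dephosphorylation. Read-out basis: % inhibition. Benchmarks: no-enzyme and uninhibited controls.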
DNMT1 block – inhibitors of human DNMT1. inhibition (reported as % activation of signal), % at 10 µM. hit rate 0.83% among 360,000. AID 588458. P26358. DNMT1 molecular beacon, Hinp1I cleavage, fluorescence; in the data active = inhibition above about 50%
MsrA inhibitor – inhibits bovine methionine sulfoxide reductase A; AID 651718; inhibition, % at 15.5 µM; hit rate 0.75% among 360,000; purified bovine MsrA, absorbance read-out; in the data active = inhibition above about 4.5%;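 note: 0% = vehicle wells with enzyme and 100% = reference inhibitor wells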
Scp1 inh – inhibitors of human Scp-1 phosphatase; AID 493091; hit rate 0.88% among 340,000; Recombinant Scp1, phosphopeptide, malachite green phosphate absorbance; inhibition, % at 20 µM; Q9GZU7;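 active = inhibition above about 50% at 20 µM, limit read from the data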;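 note: plate controls were DMSO wells with enzyme for no effect and wells lacking enzyme for full effect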
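Material – SCP-1 phosphatase catalytic domain, residues 76-261 · Buffer or medium – Acidic Tris acetate buffer with magnesium and detergent · Also added – Phospho 17-mer peptide substrate · Compound – single 20 µM dose, 1% DMSO · Times – 45 min room-temperature reaction, 5 min colour, 30 min stabiliser · Technique – Phosphate-binding colour reagent, absorbance read at 630 nm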
Active calls of the source: *; . = no result given. The order is random. About 4.3% of those tested had a hit in this group.

entry	SMILES	E coli Lon inh	STEP inh	TbMetRS inhib	bovine MsrA act	CendR NRP1 mod	SUMO1 PPI mod	LMPTP inh	DNMT1 block	MsrA inhibitor	Scp1 inh
1	COc1ccccc1NC(NC(=O)c1ccco1)C(=O)c1ccccc1 (centres undefined)	-4	-1	-0.6	-3	5	-4	0.6	-10	0.1	-5
2	Cc1nn(C)cc1CN1CCCC(C(=O)c2ccc(-c3ccccc3)c(F)c2)C1 (centres undefined)	-9	-2	-1.0	-4	3	0	0.4	-5	0.4	-7
3	Oc1c(/C=N/Nc2cccc3cccnc23)ccc2ccccc12	7	-3	0.2	-3	-12	-2	1.7	-21	1.1	2
4	CCCn1c(=O)c(C(=O)NCCc2ccc(OC)cc2)c(O)c2ccccc21	-5	7	-1.1	-2	-1	4	2.5	-5	-0.2	-7
5	Cc1ccnc(NS(=O)(=O)c2ccc(N3C(=O)C4CCCCC4C3=O)cc2)n1 (centres undefined)	4	-1	-0.4	-1	5	-1	-0.8	1	-0.2	-3
6	FC(F)(F)c1ccc(Sc2nnc(-c3cccs3)n2CC2CCCO2)nc1 (centres undefined)	4	0	-0.1	-3	7	2	-1.2	5	-0.6	-1
7	CN(CC(=O)Nc1ccc(Cl)c(C(F)(F)F)c1)C(=O)CC1Sc2ccccc2NC1=O (centres undefined)	-6	1	0.2	-4	2	2	4.9	-1	0.3	-16
8	O=C1CC(NS(=O)(=O)c2cc(F)ccc2F)CN1c1ccc2c(c1)OCCO2 (centres undefined)	8	0	-0.4	-7	-8	1	-0.2	0	0.9	2
9	N#C/C(=C\c1cn(CCOc2ccccc2)c2ccccc12)C(=O)NCc1cccs1	2	1	0.4	-4	8	-6	3.8	8	-0.2	-14
10	COc1ccc(OC)c(-c2csc(NC(=O)Cc3ccccc3OC)n2)c1	-5	-2	-1.1	-8	8	3	1.6	-5	-0.5	46
11	CCCCNCCS(=O)(=O)NCc1ccc(OC)cc1	-6	4	-0.3	1	-17	3	-1.6	4	0.3	-2
12	CN(C)CCN(C(=O)/C=C/c1cccs1)c1nc2ccc(F)cc2s1	-3	-2	-0.8	-4	-11	-6	0.2	4	2.2	1
13	CCN(CC)S(=O)(=O)c1cc(C(=O)OC)ccc1Cl	-3	-2	-0.1	-3	-4	-2	-0.8	25	0.4	0
14	COc1ccccc1-c1cc(NC(C)=O)c2ncc(-c3ccccc3)n2c1	5	3	-0.3	-6	-4	-1	0.7	-4	0.1	.
15	O=C1C2=C(NC(=S)NC2c2ccc(Cl)cc2)NC(c2ccc(Cl)cc2)N1c1ccc(Cl)cc1 (centres undefined)	2	-7	-0.3	-9	-4	3	0.9	-20	0.4	3
16	COc1ccc(Cc2nnc(NC(=O)c3cccc(F)c3)s2)cc1OC	0	2	-0.5	2	-34	-3	0.9	0	-0.3	-7
17	CCCCNC(=O)O[C@H]1C[C@@H]2CCN3C(=O)CCC(C)(C)[C@H](C1)[C@H]23	-11	-3	0.0	-5	3	0	-1.5	3	-0.3	-5
18	CCN(CC)c1ccc2cc(NC(=O)CCC(=O)O)c(=O)oc2c1	24	-7	-0.9	-3	50*	-13	0.6	4	2.4	0
19	COc1ccc(C2(CNC(=O)C(=O)Nc3ccc(C)cc3)CCOCC2)cc1	-3	-1	0.1	-5	-4	4	0.9	-4	-0.5	-7
20	Cc1ccc(CN(C(=O)c2cc(=O)c3cc(C)cc(C)c3o2)C2CCS(=O)(=O)C2)cc1 (centres undefined)	7	-1	0.1	-4	-11	0	0.0	-5	1.0	-11
21	Cc1ccc(Cl)cc1NS(=O)(=O)c1cc2[nH]c(=O)c(=O)[nH]c2cc1C	1	0	0.5	-11	0	-3	1.7	3	1.3	6
22	CCCCCSc1nnc(C)c(=O)[nH]1	-4	-1	0.2	-1	-10	6	-0.2	3	.	2
23	CCCn1c(=O)c(-c2ccccc2)c(O)c2ccccc21	-4	2	-1.1	-1	2	-2	0.3	-2	0.0	5
24	COc1cccc(NC(=O)CCC(=O)NCc2ccco2)c1	-8	1	-0.1	-2	0	-4	0.0	7	-0.8	-3
25	Cc1ccc(NC(=O)c2ccc(C(C)(C)C)cc2)cc1[N+](=O)[O-]	-3	2	0.0	-4	-1	-9	3.8	-4	0.4	-13
26	CC(=O)c1ccc(N2CCN(Cc3nc(Cc4ccccc4)no3)CC2)cc1	-9	-1	-0.3	-2	12	-3	1.2	-12	2.0	3
27	CC(C)(C)OC(=O)C[C@H]1C/C=C\C[C@H](CC(=O)NCCO)C(=O)N[C@@H](Cc2ccccc2)COC1=O	-2	-1	-0.3	0	25	0	2.4	2	-0.6	8
28	O=C(NCCCCc1ccccc1)Nc1ccc(F)cc1F	17	0	0.0	-13	-13	-2	0.6	9	0.4	4
29	Cc1noc(C)c1S(=O)(=O)N1CCC(C(=O)N2CCC(C)CC2)CC1	-10	-2	-1.0	-12	-13	-4	0.1	6	0.2	-2
30	COc1ccc(NC(=O)CSc2nc(N)c(NC(=O)c3ccccc3F)c(=O)[nH]2)cc1	1	-2	0.2	-8	8	9	-0.6	0	0.2	-5

3 compounds from above, ordered by SMILES length, descending.
entry	SMILES	E coli Lon inh	STEP inh	TbMetRS inhib	bovine MsrA act	CendR NRP1 mod	SUMO1 PPI mod	LMPTP inh	DNMT1 block	MsrA inhibitor	Scp1 inh
19	COc1ccc(C2(CNC(=O)C(=O)Nc3ccc(C)cc3)CCOCC2)cc1	-3	-1	0.1	-5	-4	4	0.9	-4	-0.5	-7
3	Oc1c(/C=N/Nc2cccc3cccnc23)ccc2ccccc12	7	-3	0.2	-3	-12	-2	1.7	-21	1.1	2
13	CCN(CC)S(=O)(=O)c1cc(C(=O)OC)ccc1Cl	-3	-2	-0.1	-3	-4	-2	-0.8	25	0.4	0

In the list so far, these have a tert-butyl group.
entry	SMILES	E coli Lon inh	STEP inh	TbMetRS inhib	bovine MsrA act	CendR NRP1 mod	SUMO1 PPI mod	LMPTP inh	DNMT1 block	MsrA inhibitor	Scp1 inh
25	Cc1ccc(NC(=O)c2ccc(C(C)(C)C)cc2)cc1[N+](=O)[O-]	-3	2	0.0	-4	-1	-9	3.8	-4	0.4	-13
27	CC(C)(C)OC(=O)C[C@H]1C/C=C\C[C@H](CC(=O)NCCO)C(=O)N[C@@H](Cc2ccccc2)COC1=O	-2	-1	-0.3	0	25	0	2.4	2	-0.6	8

(continued)
entry	SMILES	E coli Lon inh	STEP inh	TbMetRS inhib	bovine MsrA act	CendR NRP1 mod	SUMO1 PPI mod	LMPTP inh	DNMT1 block	MsrA inhibitor	Scp1 inh
31	O=C(O)C(=Cc1cccc([N+](=O)[O-])c1)c1ccc(Cl)cc1	-5	-2	0.0	-4	12	-20	-0.5	1	0.4	-5
32	O=C(CSc1ccc2c(c1)OCCO2)Nc1ncccc1O	21	1	-0.3	-3	9	-2	0.3	1	1.9	8
33	COc1ccc(OCCOc2ccc(C)nc2[N+](=O)[O-])cc1	-4	-2	0.2	-1	7	-17	-1.1	0	-0.7	-10
34	O=C(NNS(=O)(=O)c1ccc2ccccc2c1)c1cc(-c2ccccn2)nc2ccccc12	0	-1	-0.3	-2	-13	0	1.0	-16	-0.3	1
35	O=C(Nc1cccc(C(=O)N2CCCC2)c1)C1CCC1	-10	-4	-2.1	-6	-16	2	-2.2	0	-0.6	0
36	O=C(O)c1cc(-c2cccs2)nn1-c1ccc(F)cc1	5	-2	0.1	-3	9	2	-1.5	3	-0.7	-1
37	CC(=O)c1c(C)[nH]c(C(=O)CN2C(=O)NC(C)(c3ccc(C)cc3)C2=O)c1C (centres undefined)	-6	-3	-1.7	-12	-16	-2	1.2	8	0.9	-10
38	C/C(=N/OCc1ccc(Br)cc1)c1ccccn1	-10	0	-1.7	-11	5	-3	-0.2	7	-1.4	-6
39	Cc1ccc(CN2C(=O)C(C)(C)Oc3ccc(C(=O)N4CCCCC4)cc32)cc1	-3	-1	-0.4	0	3	1	0.7	0	1.2	-5
40	O=C(NN1C(=O)/C(=C/c2ccc(O)cc2)SC1=S)c1cccc(O)c1	-375	1	6.7*	-3	-27	-13	1.3	0	-0.6	4
41	Cc1c(C=O)c2ccccn2c1C(=O)c1ccc(F)cc1	11	1	-0.5	-4	1	-10	-0.5	1	4.4	-10
42	Cc1ccc(NC(=S)Nc2ccc(S(=O)(=O)Nc3ncccn3)cc2)c(C)c1	9	-1	-0.6	-4	1	0	-1.6	-1	-1.1	-1
43	CCC(C)NC(=O)CN(c1cc(C)ccc1OC)S(C)(=O)=O (centres undefined)	-3	0	-0.1	-4	9	-2	-0.2	1	-0.9	0
44	Cc1ccnc(NC(=O)c2cc(-c3ccc(Cl)s3)nc3ccccc23)c1	-7	0	-0.3	-2	4	-19	2.4	-1	-1.6	5
45	c1ccc(-c2noc(C3CCC3)n2)nc1	4	0	-0.7	-3	8	0	1.4	2	0.3	-7
46	CCN(CC(=O)Nc1ccccc1OC)C(=O)/C=C/c1cccs1	5	-1	-0.5	-4	-2	-12	-1.5	1	2.1	-5
47	Cc1cccc2nc(-c3ccco3)c(Nc3ccccc3)n12	-12	0	0.1	-4	-10	2	1.9	-3	-0.1	-2
48	CCN1CCSc2ccc(C(=O)NCc3ccccc3C)cc21	-1	0	1.6	-1	-1	-3	0.1	2	0.5	-19
49	O=C(N/C(=C\c1ccccc1)C(=O)N1CCN(CCO)CC1)c1ccccc1	-8	-1	0.0	-3	-8	-3	-0.7	0	0.0	-3
50	N#CC(C#N)=C/C(C#N)=C(/N)N1CCN(c2ccc(Cl)cc2)CC1	-17	0	-1.4	-6	-6	8	0.2	-10	0.6	-4
51	CCCOc1ccc(C2=NNC(c3cccs3)=Nc3ccc(OC)cc32)cc1	-8	6	-0.3	-3	-6	0	2.3	-5	0.6	-2
52	CC(C)C[C@H]1CNC(=O)C(=O)N1C[C@@H]1CCCN1C[C@H](Cc1ccc(O)cc1)N1C[C@H](Cc2ccccc2)N(CC2CCCCC2)C(=O)C1=O	-6	.	-0.3	-3	-11	12	0.6	.	-0.5	.
53	Cc1ccc(C(=O)Nc2cccc(C(F)(F)F)c2)cc1Nc1ncnc2nc[nH]c12	4	0	0.4	-7	-6	1	3.7	2	-1.5	.

Source: PubChem
